pAkt inh = HTS Assay for Inhibitors of Akt Phophorylation: Primary Screen. Neuro2A IGF-stimulated pAkt S473 HTRF, 20 min; active compounds read low. activity change, % for hits at 50 µM. hit rate 0.32% among 360,000. AID 651550, 2012; in the data active = activity change below about -80%; inconclusive = mostly about -51% to -80%; also: % is scaled to controls: 0 for no effect and ±100 for the full control effect
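Single-point screen (50 µM final compound) in Neuro2A cells stimulated 20 min with 6 nM IGF at 37 deg C. After lysis, Ser473-phosphorylated Akt read by HTRF (ex 330 nm, em 615/665 nm) as the 665/615 ratio.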
GLP1R inv ag = qHTS of GLP-1 Receptor Inverse Agonists (Inhibition Mode). Potency, µM (series often up to 38.3 µM), for the others: at the highest dose activity change, negative = inhibition, actives largely listed as inhibitors. Glucagon-like peptide 1 receptor (Homo sapiens), P43220. hit rate 1.6% among 410,000. HEK293 GLP-1R CRE-luciferase, luminescence, 24 h; GLP-1R form is constitutively active; also: potency is read from the fitted curve at half-maximal effect; % is scaled to controls: 0 for no effect and ±100 for the full control effect; nearly all actives have a fitted effect of over 55% in size
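Cells are plated, allowed 12 hours at 37 deg C, then treated with compounds for 24 hr before luciferase detection reagent is added and luminescence is read after 12 min at room temperature. The HEK293 line carries constitutively active GLP-1R with a cAMP-responsive reporter.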
PTHR1 ag = qHTS for PTHR1 Agonists: Primary Screen | Parathyroid hormone/parathyroid hormone-related peptide receptor (Homo sapiens), Q03431 | HEK293 GP2 PTHR1 cells, GloSensor cAMP luminescence, 1 h | Potency, µM (doses to about 115 µM), without a hit: top-dose activation, actives largely listed as activators | hit rate 0.075% among 410,000 | AID 743266, 2014; also: potency is read from the fitted curve at half-maximal effect; nearly all actives have a fitted effect of over 55% in size; some results filed as inactive show a strong effect at the top dose; inactives centre near -15; many of its hits are not listed in these tables
Target sequence (Q03431 whole entry, looked up): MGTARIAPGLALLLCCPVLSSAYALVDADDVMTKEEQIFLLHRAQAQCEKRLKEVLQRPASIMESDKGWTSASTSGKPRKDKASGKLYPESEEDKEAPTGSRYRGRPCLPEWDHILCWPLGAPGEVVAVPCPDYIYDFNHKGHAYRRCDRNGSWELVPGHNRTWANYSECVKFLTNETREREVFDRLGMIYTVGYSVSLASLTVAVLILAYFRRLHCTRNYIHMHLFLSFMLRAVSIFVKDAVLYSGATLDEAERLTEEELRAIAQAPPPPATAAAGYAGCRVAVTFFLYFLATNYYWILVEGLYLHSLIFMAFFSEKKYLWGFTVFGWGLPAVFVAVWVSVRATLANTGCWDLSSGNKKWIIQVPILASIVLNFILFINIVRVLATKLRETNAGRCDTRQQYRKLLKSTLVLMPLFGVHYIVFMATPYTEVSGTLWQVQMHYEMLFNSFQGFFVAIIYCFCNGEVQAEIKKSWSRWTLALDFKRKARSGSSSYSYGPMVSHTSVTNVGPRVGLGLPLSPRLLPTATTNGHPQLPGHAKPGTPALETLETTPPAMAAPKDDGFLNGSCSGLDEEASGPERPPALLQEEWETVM
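HEK-293-derived GP2 cells expressing PTHR1 and a GloSensor cAMP reporter, 3,000/well, plated overnight, given luciferin plus IBMX (each 0.5 mM as added) for 1 h at 37 °C, then compound for 1 h at 37 °C. Luminescence was read after 15 min at room temperature.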
FUS yeast rescue = qHTS for Suppressors of FUS Proteinopathy: Primary screen using FUS-linked yeast assay; Potency, µM (titrated, usually from 76.6 µM), for the others: at the highest dose growth rescue (activation), most hits filed as activators; AID 1347120, 2019; hit rate 0.24% among 390,000; S. cerevisiae FUS-expressing, growth rescue, OD600, 24 h;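 also: potency is read from the fitted curve at half-maximal effect; plate controls were DMSO vehicle for no effect and reference control for full effect; nearly all actives have a fitted effect of over 55% in size; some results filed as inactive show a strong effect at the top dose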
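Compound concentration series was pinned onto galactose-induced FUS-expressing yeast seeded at OD 0.005. Plates sat 24hr at 30C; absorbance at 600 nm gave growth. DMSO served as background control.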
Abeta yeast res = qHTS for compounds that reverse cellular toxicity of Amyloid beta (A-beta) peptide in yeast: Primary Screen; yeast expressing A-beta42, growth rescue, OD600, 48 h; response scale: 0% DMSO, 100% iron-clioquinol control; Potency, µM (series often up to 46.1 µM), for the others: top-dose growth rescue, actives largely listed as activators; hit rate 0.063% among 410,000; AID 1347071, 2019; also: potency is read from the fitted curve at half-maximal effect; nearly all actives have a fitted effect of over 55% in size
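Yeast growth medium received pinned compounds, then yeast cells expressing toxic A-beta were added; plates incubated at 30 C for 48 hr. Growth read as absorbance at 600 nm, normalized to DMSO and equimolar FeCl3 plus clioquinol controls.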
GLP1R ag = qHTS of GLP-1 Receptor Agonists; Glucagon-like peptide 1 receptor (Homo sapiens), P43220; HEK293 GLP-1R CRE-luciferase, luminescence, 4-6 h; cells express a hypersensitive GLP-1R form; Potency, µM (series often up to 45.6 µM), without a hit: top-dose activation, usual class: activators; hit rate 0.007% among 380,000; AID 624172, 2012; also: potency is read from the fitted curve at half-maximal effect; % of control where 0% means no effect
DRD3 antagonist = qHTS of D3 Dopamine Receptor Antagonist: qHTS; max response, negative = inhibition, %; AID 652054, 2013; hit rate 2.5% among 360,000; D3R cells, DiscoveRx beta-arrestin luminescence, antagonist mode; active compounds read low; D(3) dopamine receptor (Homo sapiens), P35462; in the data active = max response below about -50%; inconclusive = no clear call, values can overlap the other calls; also: % is scaled to controls: 0 for no effect and ±100 for the full control effect; mostly tested at two doses, the higher about 12 µM
Target sequence (P35462 whole entry, looked up): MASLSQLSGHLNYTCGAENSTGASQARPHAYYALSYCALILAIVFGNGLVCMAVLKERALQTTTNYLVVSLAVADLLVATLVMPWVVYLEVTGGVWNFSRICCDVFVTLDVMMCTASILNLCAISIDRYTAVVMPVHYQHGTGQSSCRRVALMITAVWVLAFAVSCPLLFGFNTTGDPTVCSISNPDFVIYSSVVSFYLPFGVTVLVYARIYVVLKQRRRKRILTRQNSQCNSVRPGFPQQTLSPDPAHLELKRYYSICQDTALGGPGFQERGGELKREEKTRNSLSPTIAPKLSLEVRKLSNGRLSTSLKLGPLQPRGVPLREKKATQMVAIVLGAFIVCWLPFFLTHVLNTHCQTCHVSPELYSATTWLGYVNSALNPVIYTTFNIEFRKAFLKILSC
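Cells expressing the human receptor were seeded at 1500 cells/well, incubated overnight at 37 degrees C in 5% CO2, then exposed to library compounds with dopamine controls for 90 minutes at 37 degrees C before luminescent detection.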
aSyn rescue = qHTS of alpha-syn Inhibitors; Yeast expressing alpha-synuclein, growth rescue, BacTiter-Glo, 24 h; Potency, µM (titrated, usually from 46.1 µM), inactives show top-dose growth rescue (activation), hits mostly activators; hit rate 0.14% among 370,000; also: potency is read from the fitted curve at half-maximal effect; % of control where 0% means no effect; nearly all actives have a fitted effect of over 65% in size
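Galactose-induced alpha-syn yeast (OD600=0.02, raffinose-pregrown) + pinned cpd, 24 hr, 30 deg C; growth by BacTiter-Glo luminescence. Growth restoration scores as activation.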
TDP-43 yeast inh = qHTS of TDP-43 Inhibitors | Potency, µM (doses to about 46.1 µM), for inactives: at the highest dose growth rescue (activation), usual class: activators | TDP-43 expressing yeast growth rescue, BacTiter-Glo, 24 h | AID 652104, 2013 | hit rate 1.8% among 410,000; also: potency is read from the fitted curve at half-maximal effect; % of control where 0% means no effect; nearly all actives have a fitted effect of over 50% in size
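Yeast cells expressing TDP-43 under galactose induction are exposed to compounds for 24 hr at 30 deg C. BacTiter-Glo luminescence measures growth, so protective compounds score as activators.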
* marks the source's active call; other numbers are inactive results; i = inactive; ? = inconclusive; . = no result given; [ ] = another dose, or the depositor's remark. Unless noted, calls follow the shape of the dose curve; as a rule, active = well fitted curve in the direction sought with a large enough effect; inconclusive = small, poorly fitted or top-dose-only effect, or another doubt; inactive = no such curve, though single readings can be large; an effect the other way counts as inactive or inconclusive. These rows are one share of the data, so the mix of outcomes need not match the whole.

structure,pAkt inh,GLP1R inv ag,Abeta yeast res,GLP1R ag,aSyn rescue,FUS yeast rescue,PTHR1 ag,DRD3 antagonist,TDP-43 yeast inh
Cc1cccc(NS(=O)(=O)c2ccc(C)c(C(=O)NCc3ccncc3)c2)c1,i,?,-4%,6%,-4%,16%,i,6,-2%
N#CC(c1ccccc1)c1cnccn1 (configuration not stated),i,17%,-16%,4%,-4%,-24%,i,-23,22%
Cc1cccc(C)c1NC(=O)c1nc(S(C)(=O)=O)ncc1N(Cc1ccc(F)cc1)Cc1ccco1,.,18%,-8%,.,.,11%,-15%,.,14%
CC(C)(C)[C@H]1C=C(C(=O)O)O[C@@H](OCc2ccc(CO)cc2)C1,i,12%,-17%,3%,2%,-11%,24%,-19,6%
Cc1cc(=O)oc2cc(OCC(=O)OC(C)C(=O)Nc3ccc(S(N)(=O)=O)cc3)ccc12 (configuration not stated),i,6%,3%,-2%,-10%,.,-6%,11,24%
Cc1cccc(OCC2=N/C(=C\N(C)C)C(=O)O2)c1,i,1%,7%,4%,-10%,?,-29%,0,2%
CCOC(=O)CCCCC(=O)c1[nH]c(=O)[nH]c1CSc1nc(C)cc(C)n1,i,18%,11%,7%,-1%,8%,-6%,1,0%
Cc1cccc(-n2cc(CNCCN3CCOC3=O)c(-c3cccc(F)c3)n2)c1,i,?,1%,9%,-2%,-10%,-5%,-12,-4%
CCN(CC(=O)Nc1c(F)cccc1F)C(=O)c1ccc(C2SCCS2)cc1,i,-21%,19%,-1%,6%,7%,-7%,0,3%
Cc1cccc(-c2nc(CSCC(=O)N3CCN(Cc4ccc5c(c4)OCO5)CC3)c(C)o2)c1,i,?,3%,2%,-2%,-3%,-79%[inhibitor][57.5 µM],0,-9%
O=C(c1cn(-c2ccc(Cl)c(Cl)c2)nn1)C1CC1,i,-12%[7.66 µM],12%,1%,10%,-10%,i,1,8.9µM*
CCOC(=O)CNC(=O)c1cn(CC)c(=O)c2cc(OC)c(OC)cc12,i,10%,-6%,-5%,-2%,29%,i,9,1%
CCOCCCNC(=S)N1CCN(c2nc(-c3ccccc3)cs2)CC1,i,?,?,8%,-4%,44%,-41%[inhibitor],4,20µM*
c1ccc2c(c1)CCN(C1CCCCC1)C2,i,14%,-9%,4%,-4%,-10%,21%,?,2%
Clc1cccc(Oc2cnc3ccccc3n2)c1,i,0%,12%,1%,3%,5%,-12%[57.5 µM],-23,?
CC(C)(C)NC(=O)Cn1cnc2cc([N+](=O)[O-])ccc2c1=O,i,-25%,11%,3%,5%,2%,i,10,12%
O=C(COC(=O)CCc1nc2ccccc2c(=O)[nH]1)Nc1ccc(N2CCOCC2)cc1,i,49%[activator],-9%,5%,-4%,31%,i,-4,-25%
O=C(Nc1ccc(C(=O)O)cc1)/C(=C\c1ccc2c(c1)OCO2)NC(=O)c1ccc(Br)cc1,i,-4%,?,8%,6%,24%,i,-4,-9%
CC(C)(C)NC(=S)N1CCC2CC1c1cc(-c3ccc4c(c3)OCO4)ccc12 (configuration not stated),i,9%,-8%,4%,3%,-31%,1%,2,15%
Cc1ccc(C(=O)NNC(=O)C2CCN(Cc3ccc(Cl)c(Cl)c3)CC2)cc1,i,-2%,12%,10%,-3%,4%,-7%,-16,7%

Overlap with the part before: two compounds, then new ones.
structure,pAkt inh,GLP1R inv ag,Abeta yeast res,GLP1R ag,aSyn rescue,FUS yeast rescue,PTHR1 ag,DRD3 antagonist,TDP-43 yeast inh
CC(C)(C)NC(=S)N1CCC2CC1c1cc(-c3ccc4c(c3)OCO4)ccc12 (configuration not stated),i,9%,-8%,4%,3%,-31%,1%,2,15%
Cc1ccc(C(=O)NNC(=O)C2CCN(Cc3ccc(Cl)c(Cl)c3)CC2)cc1,i,-2%,12%,10%,-3%,4%,-7%,-16,7%
N#Cc1sc(=O)[nH]c1Cl,i,11%,-1%,-3%,-2%,-31%,i,23,0%
O=C(COc1ccc([N+](=O)[O-])cc1)Nc1ccc2c(c1)nc1n2CCOC1,i,-4%,13%,10%,-4%,20%,-18%,-7,10%
CCCCc1cc(=O)oc2cc(C)c3c(C)coc3c12,.,7%,0%,.,.,-1%,-6%,.,-8%
Cc1ccc(OCC(=O)c2cc(C)n(Cc3cccs3)c2C)c([N+](=O)[O-])n1,i,-58%,3%,4%,18%,18%,-37%,13,?
CCOC(=O)c1ccc(N2C(=O)CC(Sc3nnc(C)s3)C2=O)cc1 (configuration not stated),i,6%,3%,-18%,-2%,29%,i,?,21%
Cc1ccnc(NS(=O)(=O)c2ccc(NS(=O)(=O)c3ccc([N+](=O)[O-])cc3)cc2)n1,i,29%,-5%,5%,1%,-3%,16%,-1,-19%
COC(=O)C12CCC3(SCCS3)C(C(=O)OC)(CCC13SCCS3)C2,i,-11%,25%,6%,10%,14%,-4%,-6,0%
COCCNC(=O)c1cc(Sc2ccc(F)cc2F)nc2ccccc12,.,-8%,?,.,.,11%,-9%,.,?
Cc1ccc(S(=O)(=O)N2CCC(C(=O)NCCN3CCCCCC3)CC2)cc1,.,1%,1%,-9%,3%,21%,i,13,-22%
CC(C)C[C@H](NC(=O)c1nc[nH]c1C(=O)NCC(=O)OCc1ccccc1)C(=O)OCc1ccccc1,i,0%,2%,-1%,4%,?,-33%[inhibitor],74,14%
CC(=O)Nc1ccc(C(=O)OCc2ccc(F)cc2Cl)cc1,i,?,1%,16%,-14%,6%,-12%,-13,-9%[0.397 µM]
CCN(c1ccc(OC)cc1)S(=O)(=O)N1CCCC(C(=O)NCc2ccccc2Br)C1 (configuration not stated),i,?,7%,6%,7%,3%,-22%,-6,12%
Brc1cccc(-c2nnc(CN3CCN(c4ccccn4)CC3)o2)c1,.,19%,-15%,.,.,27%,5%,.,12%
Cc1ccc2oc(-c3cccc(NC(=S)NC(=O)c4cccs4)c3)nc2c1,i,25%,2%,-7%,4%,7%,-7%,-4,9%
NC(=O)[C@@H]1CCCN1Cc1c(C(=O)N2CCN(C3CCCCC3)CC2)nc2ccccn12,i,-15%,-3%,1%,5%,5%,i,13,7%
O=C(Nc1ccncc1)c1ccc(C(=O)Nc2ccncc2)cc1,i,17%,-12%,-4%,-8%,-4%,i,7,9%
Cc1ccccc1CC1(CO)CCCN(C(=O)c2ccc3ncccc3c2)C1 (configuration not stated),i,-12%,-23%,5%,1%,15%,i,-7,?
Cc1cccc[n+]1CC(=O)c1ccc(Cl)cc1,i,13%,2%,1%,-22%,7%,i,41,0%
CCOc1ccccc1NC(=O)c1ccoc1C,i,-8%,3%,-4%,-6%,1%,i,46,6%
CC1C(=O)N(Cc2ccc([N+](=O)[O-])cc2)c2ccccc2N1C(=O)C1CC1 (configuration not stated),i,-26%,1%,-1%,-3%,-2%,-21%,-18,2%
Cn1c(=O)cc(SCC(=O)Nc2cccnc2)c2ccccc21,i,4%,-1%,-2%,-8%,6%,-7%[57.5 µM],24,-9%
O=C(NCC1CCCO1)c1ccc(CS(=O)(=O)c2c(Cl)cccc2Cl)o1 (configuration not stated),i,13%,0%,9%,0%,-4%,-21%,0,?
CCN(CC)S(=O)(=O)c1ccc(N2CCOCC2)c(NC(=O)CN2C(=O)NC(C)(c3ccccc3)C2=O)c1 (configuration not stated),i,34%[activator],0%,18%,-1%,36%,i,2,-21%
O=C(c1csc2c1CCCC2)n1cccn1,i,21%,-12%,0%,1%,5%,0%,-10,?
CCOc1ccc(CCNC(=O)c2c(C)oc3ncn(CC(C)C)c(=O)c23)cc1OCC,.,4%,-16%,.,.,14%,i,.,?

Reformatted with two lines to a compound: part of the list above.
Each structure is followed by: pAkt inh	GLP1R inv ag	Abeta yeast res	GLP1R ag	aSyn rescue	FUS yeast rescue	PTHR1 ag	DRD3 antagonist	TDP-43 yeast inh
- Brc1cccc(-c2nnc(CN3CCN(c4ccccn4)CC3)o2)c1
→ .	19%	-15%	.	.	27%	5%	.	12%
- O=C(c1cn(-c2ccc(Cl)c(Cl)c2)nn1)C1CC1
→ i	-12%[7.66 µM]	12%	1%	10%	-10%	i	1	8.9µM*
- CCOCCCNC(=S)N1CCN(c2nc(-c3ccccc3)cs2)CC1
→ i	?	?	8%	-4%	44%	-41%[inhibitor]	4	20µM*
- CCOC(=O)CCCCC(=O)c1[nH]c(=O)[nH]c1CSc1nc(C)cc(C)n1
→ i	18%	11%	7%	-1%	8%	-6%	1	0%

Assay outcomes deposited in PubChem by National Center for Advancing Translational Sciences (NCATS).
